# Bioassay records: PubChem, National Center for Advancing Translational Sciences (NCATS)
# G9a inh – blocks human histone lysine methyltransferase G9a; Q96KQ7; G9a H3K9 monomethylation, AlphaScreen, 2 h; Potency, µM (highest dose often 102 µM), without a hit: at the highest dose activity, negative = inhibition, actives largely listed as inhibitors; actives 8.8% (n = 350,000); also: % is scaled to controls: 0 for no effect and ±100 for the full control effect; nearly all actives have a fitted effect of over 75% in size
#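 Using a bead-based AlphaScreen, monomethylated H3K9 product from 2 h room-temperature reactions (G9a 20 nM, peptide 500 nM, SAM 20 uM) was detected with 0.5 ug/mL rabbit anti-H3K9me1 antibody.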
# Pol beta inh – DNA polymerase beta (human) inhibition | Potency, µM (highest dose often 114 µM), for inactives: top-dose activity change, negative = inhibition, most hits filed as inhibitors | actives 1.3% (n = 340,000) | Pol beta primer extension/strand displacement, fluorescence kinetic; also: % is scaled to controls: 0 for no effect and ±100 for the full control effect
#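 Values derive from four-parameter Hill fits of normalized kinetic data: reads at 0 and 10 min following addition of 50 nM substrate to 10 nM Pol beta preincubated 15 min with compound.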
# APE1 inh – APE1 (human) endonuclease inhibition; recombinant APE1, TAMRA/BHQ-2 abasic DNA cleavage fluorescence; Potency, µM (top dose mostly 65.8 µM), inactives show top-dose activity change, negative = inhibition, actives largely listed as inhibitors; actives 0.35% (n = 350,000); AID 2517;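 also: plate controls were vehicle for no effect and reference inhibitor for full effect; nearly all actives have a fitted effect of over 55% in size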
#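 Quantitative HTS: incision of a TAMRA/BHQ-2 double-stranded substrate bearing a tetrahydrofuran abasic site by 0.75 nM APE1 raises fluorescence. Substrate 50 nM final, added after 15 min compound preincubation at room temperature; progress as third-minus-first kinetic read difference.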
# Pol iota inh – DNA polymerase iota (human) inhibition; Q9UNA4; Pol iota fluorescent replication assay, 10 min; Potency, µM (series often up to 115 µM), for the others: top-dose activity, negative = inhibition, actives largely listed as inhibitors; actives 1% (n = 390,000); AID 588590
#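 Pol iota at 10 nM preincubated 15 min with compounds at room temperature; reaction started with fluorescent substrate, 50 nM final. Fluorescence read kinetically at 0 and 10 min; buffer-only wells as negative control.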
# POLK inh – DNA polymerase kappa (human) inhibition; Q9UBT6; actives 0.53% (n = 400,000); purified Pol kappa, fluorescent DNA synthesis assay, 10 min; Potency, µM (doses to about 107 µM), without a hit: top-dose activity, negative = inhibition, hits mostly inhibitors; AID 588579; also: % is scaled to controls: 0 for no effect and ±100 for the full control effect
# Target sequence (Q9UBT6 whole entry, looked up): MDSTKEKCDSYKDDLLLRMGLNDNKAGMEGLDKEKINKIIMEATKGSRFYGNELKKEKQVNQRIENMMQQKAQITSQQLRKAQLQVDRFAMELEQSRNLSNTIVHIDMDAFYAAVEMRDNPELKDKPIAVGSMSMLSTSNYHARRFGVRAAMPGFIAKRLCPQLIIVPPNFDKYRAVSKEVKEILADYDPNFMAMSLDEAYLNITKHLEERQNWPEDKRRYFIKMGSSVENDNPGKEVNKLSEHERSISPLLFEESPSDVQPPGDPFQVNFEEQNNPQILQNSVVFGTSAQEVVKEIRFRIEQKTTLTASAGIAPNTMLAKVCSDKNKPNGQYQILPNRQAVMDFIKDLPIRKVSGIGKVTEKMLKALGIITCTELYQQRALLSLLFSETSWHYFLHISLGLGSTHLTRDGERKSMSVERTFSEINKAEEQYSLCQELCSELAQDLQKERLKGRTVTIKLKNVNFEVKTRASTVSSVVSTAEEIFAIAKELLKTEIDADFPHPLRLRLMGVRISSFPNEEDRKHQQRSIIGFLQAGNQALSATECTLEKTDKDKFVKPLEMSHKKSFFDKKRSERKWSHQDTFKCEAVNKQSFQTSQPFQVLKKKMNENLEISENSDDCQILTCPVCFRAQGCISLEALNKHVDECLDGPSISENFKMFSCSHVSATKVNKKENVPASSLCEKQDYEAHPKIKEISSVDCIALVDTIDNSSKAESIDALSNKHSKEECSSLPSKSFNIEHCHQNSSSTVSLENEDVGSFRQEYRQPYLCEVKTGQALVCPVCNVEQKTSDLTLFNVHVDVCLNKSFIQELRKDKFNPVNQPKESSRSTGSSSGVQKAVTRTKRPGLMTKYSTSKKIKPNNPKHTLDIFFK
#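 Kinetic fluorescence readout at 0 and 10 min followed reaction start with substrate at 50 nM final. Beforehand, enzyme (10 nM Pol kappa) stood 15 min with compound at room temperature; buffer-only wells were negative controls.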
# BLM helicase inh – blocks DNA unwinding by human BLM helicase; P54132; recombinant BLM DNA unwinding, fluorescence dequenching; Potency, µM (titrated, usually from 56.1 µM), for inactives: at the highest dose activity change, negative = inhibition, most hits filed as inhibitors; actives 0.2% (n = 350,000); AID 2528;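 also: plate controls were vehicle for no effect and no enzyme for full effect; nearly all actives have a fitted effect of over 35% in size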
# JMJD2A Tudor – JMJD2A Tudor domain (human) inhibition; AlphaScreen JMJD2A-Tudor / H3K4me3 peptide binding; Potency, µM (titrated, usually from 114 µM), for inactives: at the top dose activity change, negative = inhibition, actives largely listed as inhibitors; actives 4.4% (n = 390,000); AID 504339; also: % is scaled to controls: 0 for no effect and ±100 for the full control effect; nearly all actives have a fitted effect of over 50% in size
# POLH inh – inhibitors of human DNA polymerase eta. Q9Y253. actives 1.2% (n = 390,000). Potency, µM (top dose mostly 114 µM), for inactives: top-dose activity change, negative = inhibition, usual class: inhibitors. recombinant Pol eta, fluorescent DNA replication assay; also: % is scaled to controls: 0 for no effect and ±100 for the full control effect
#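 Pol eta (10 nM) was preincubated with compounds for 15 min at room temperature, after which fluorescent replication substrate (50 nM final) was added to start the reaction. Fluorescence was read kinetically at 0 and 10 min.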
# BAZ2B inh – inhibitors of human BAZ2B bromodomain. Q9UIF8. AlphaScreen BAZ2B-H3K14Ac peptide displacement. Potency, µM (titrated, usually from 114 µM), inactives show top-dose activity change, negative = inhibition, most hits filed as inhibitors. actives 4.4% (n = 360,000); also: % is scaled to controls: 0 for no effect and ±100 for the full control effect; nearly all actives have a fitted effect of over 60% in size
#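 Inhibition is scored as reduced AlphaScreen emission. The BAZ2B/b-H3(5-23)K14Ac complex (50 nM each) in PBS pH 7.4, 0.01% Tween-20 meets compound (up to 110 uM) for 30 min at RT before bead addition.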
# * marks the source's active call; other numbers are inactive results; ? = inconclusive; . = no result given; & = joins results of further samples; [ ] = dose if it differs, or a comment. Calls follow the shape of the dose curve; as a rule, active = well fitted curve in the direction sought with a large enough effect; inconclusive = small, poorly fitted or top-dose-only effect, or another doubt; inactive = no such curve, though single readings can be large; an effect the other way counts as inactive or inconclusive. Potency is read from the fitted curve at half-maximal effect. Only part of the results is shown; count on the stated rates, not on these rows.
SMILES,G9a inh,Pol beta inh,APE1 inh,Pol iota inh,POLK inh,BLM helicase inh,JMJD2A Tudor,POLH inh,BAZ2B inh
Cc1nc([N+](=O)[O-])c(NCCCO)n1Cc1ccccc1,-8%,9%,1%,8%,-2%,-2%,2%,-21%,0%
O=C(CN1C(=O)S/C(=C\C=C\c2ccccc2)C1=O)N1CCOCC1,-4%,2%,5%,4%,-15%,0%,4%,-8%,-2%
CC(C)C(NC(=O)C1CCC(C(C)(C)C)CC1)C(=O)NCCc1ccc(S(N)(=O)=O)cc1 (stereo unspecified),4%,26%,-2%,21%,-6%,-6%,1%,-19%,-6%
O=C(NC(Cc1ccccc1)C(=O)O)/C(=C/c1ccc(Cl)cc1)NC(=O)c1ccco1 (stereo unspecified),50µM*,-29%,65%,-5%,-11%,-1%,-10%,-17%,-1%
CC1CCN(C(=O)C2COc3ccccc3O2)CC1 (stereo unspecified),11%[12.7 µM],.,8%,15%,-23%,.,10%,-18%,15%
O=C(OCC(=O)N1CCN(C(=O)c2ccco2)CC1)c1c(Cl)cccc1Cl,.,.,-4%,7%,-7%,.,-12%,-6%,.
CN=c1scc(-c2ccccc2F)n1/N=C(\C)c1cccnc1,16µM*,0%,0%,28%,-12%,-2%,16µM*,-1%,35µM*
COc1ccccc1C1(CC(=O)Nc2nccs2)CCOC(C(C)C)C1 (stereo unspecified),3%,20%,-3%,-9%,-8%,-2%,-22%,-6%,-9%
NC(=O)CC[C@H](NC(=O)OCc1ccccc1)C(=O)OCc1ccc(Cl)cc1,-32%[59 µM],2%,4%,14%,-7%,-8%,-19%,-24%,-28%
CCCN1C2=NCCCN2c2ccccc21,-8%[59 µM],8%,-1%,-3%,-10%,-4%,-17%,-14%,-21%
COc1ccc(N(C)C(=O)c2ccc3c(Cl)c4c(nc3c2)CCCC4)c(OC)c1,3%[59 µM],-6%,34%,-28%,-26%,-6%,?,-24%,?
O=C(Nc1ccccc1N1CCOCC1)C1=COCCO1,-22%,.,10%,-16%,-5%,.,-6%,-9%,-12%
COc1ccc2[nH]c(-c3ccc(C)cc3)cc(=O)c2c1,79µM*,-10%,-2%,?,-11%,-4%,-15%,-9%,7%
O=C(CSc1ccc(C(F)(F)F)cn1)Nc1ccccc1,1%,13%,-6%,157%[activator],-9%,-2%,4%,-2%,-6%
CCN(Cc1ccc2c(c1)OCO2)C(=O)CSc1ncnc2sccc12,-8%[2.33 µM],.,6%,-1%,-9%,.,-19%,0%,-2%
COc1cccc(Oc2ccc(S(=O)(=O)N3CCOCC3)cc2[N+](=O)[O-])c1,.,.,25%,32%[activator],2%,.,-31%,-7%,.
CC(Sc1nnc(N)s1)C(=O)Nc1ccc2c(c1)OCCO2 (stereo unspecified),8%,14%,19%,21%,-9%,0%,-11%,-2%,-3%
CC(C)CC(=O)c1c[nH]c(C(=O)NCCc2ccccn2)c1,8%[59 µM],-27%,-1%,28%,-8%,1%,-14%,8%,-6%
C[C@]1(C(=O)NCCc2c[nH]c3ccccc23)C=C[C@@H](Cc2ccccc2)N1C(=O)c1ccccc1,50µM*,1%,0%&-9%,-7%,-16%,-15%&-3%,?,-14%,79µM*
CCN(Cc1ccccc1)C(=O)CCc1nnc(CCCc2ccccc2)o1,1%,21%,-9%,-2%,9%,-3%,-4%,-9%,-2%
CC(C)c1ccc(C2/C(=C(\O)c3ccc4c(c3)OCCO4)C(=O)C(=O)N2CCN2CCOCC2)cc1 (stereo unspecified),?,0%,-14%,3%,-14%,0%,-30%,-3%,-15%[57.1 µM]
CCCCN(C)CCNC(=O)CCn1nc(-c2ccc(C)cc2)ccc1=O,-2%,2%,1%,115%[activator],-4%,1%,-2%,0%,-2%
Cc1ccc(OCC(=O)NC2CCSc3ccccc32)cc1 (stereo unspecified),-37%,.,19%,23%,-3%,.,-8%,-13%,-23%
COc1ccc(Cl)cc1NC(=O)c1c(NCc2ccc(C)o2)sc2c1CCCC2,?,2%,.,?,-9%[60.1 µM],-14%,?,50µM*,?
Cc1cc(C)c(NC(=O)CCCSc2nnc(N)s2)c(C)c1,50µM*,2%,-5%,-12%,0%,-3%,-7%,8%,-29%

# Reprinted at random: three entries already listed
SMILES,G9a inh,Pol beta inh,APE1 inh,Pol iota inh,POLK inh,BLM helicase inh,JMJD2A Tudor,POLH inh,BAZ2B inh
Cc1ccc(OCC(=O)NC2CCSc3ccccc32)cc1 (stereo unspecified),-37%,.,19%,23%,-3%,.,-8%,-13%,-23%
COc1ccc2[nH]c(-c3ccc(C)cc3)cc(=O)c2c1,79µM*,-10%,-2%,?,-11%,-4%,-15%,-9%,7%
NC(=O)CC[C@H](NC(=O)OCc1ccccc1)C(=O)OCc1ccc(Cl)cc1,-32%[59 µM],2%,4%,14%,-7%,-8%,-19%,-24%,-28%

# Part of the list above, with two lines to a compound.
# Values run as follows: G9a inh | Pol beta inh | APE1 inh | Pol iota inh | POLK inh | BLM helicase inh | JMJD2A Tudor | POLH inh | BAZ2B inh
CCCCN(C)CCNC(=O)CCn1nc(-c2ccc(C)cc2)ccc1=O
→ -2% | 2% | 1% | 115%[activator] | -4% | 1% | -2% | 0% | -2%
O=C(Nc1ccccc1N1CCOCC1)C1=COCCO1
→ -22% | . | 10% | -16% | -5% | . | -6% | -9% | -12%

# The listing continues:
SMILES,G9a inh,Pol beta inh,APE1 inh,Pol iota inh,POLK inh,BLM helicase inh,JMJD2A Tudor,POLH inh,BAZ2B inh
O=C(CCCn1c(=S)[nH]c2cc3c(cc2c1=O)OCO3)N1CCN(c2ccccc2)CC1,.,-6%,0%,-14%,-4%,0%,-9%,-5%,-2%
CCC(C(=O)OCC(=O)Nc1c(Cl)cc(Cl)cc1Cl)c1ccccc1 (stereo unspecified),40%[59 µM],17%,7%,-3%,-1%,7%,20%,-17%,0%
Cc1cccc(NC(=O)c2oc3ccccc3c2NC(=O)c2cc(=O)c3ccc(C)cc3o2)c1,?,4%,.,8%,5%,1%,-11%,3%,2%
O=C1CC(Cc2ccccc2)C(=O)N1CCCn1ccnc1 (stereo unspecified),?,0%,0%,.,.,-2%,.,.,50µM*
CCOC(=O)CNC(=O)c1ccc(C)cc1,2%[12.7 µM],24%,1%,2%,-7%,0%,-10%,-6%,-5%
CCCN(Cc1nnc(-c2cccs2)o1)C(=O)c1cccc(S(=O)(=O)N2CCOCC2)c1,?,.,-4%,25%,2%,.,0%,-7%,4%
CC(=O)Nc1ccc(C(=O)N2CCN(C(=O)c3ccco3)CC2)cc1,?,-10%,-2%,-6%,-4%,0%,-8%,12%,-5%
O=[N+]([O-])c1ccc(N2CCN(CC(O)COc3ccccc3)CC2)cc1 (stereo unspecified),-1%,-1%,6%,13%,-2%[60.1 µM],-10%,-19%,-3%,-36%
COc1ccc(C(=O)N=c2c(C#N)cc3c(=O)n4cccc(C)c4nc3n2Cc2ccco2)cc1,-7%,?,2%,.,.,-13%,.,.,-1%
COc1cc(C(=O)Nc2ncccc2C)ccc1OCC(=O)N1CCOCC1,19%[59 µM],.,-7%,-5%,-5%,.,-4%,-1%,9%
C[C@H]1CN=C(Nc2ccccc2)N1CC1CCCCC1,14%,43%,14%,-14%,-16%,1%,-18%,-6%,0%
Cc1ccc(/C=C2\Oc3c(ccc(O)c3CN3CCN(C)CC3)C2=O)cc1,-3%,5%,-3%,14%,5%,0%,-6%,-15%,2%
Clc1ccc(CN2CCC(c3ccccc3)CC2)cc1,13%,0%,38%,11%,-14%,-4%,-3%,-23%,0%
COc1ccc2c(c1)OCC(Cc1ccc(OC)c(OC)c1)C2=O (stereo unspecified),-35%[2.33 µM],.,-4%,.,-7%[60.1 µM],-2%,.,.,.
O=C(O)c1cccc2cc(-c3ccccc3)oc(=O)c12,2%,8%,24%,24%,-4%[60.1 µM],-5%,-14%,-21%,-8%
Cc1cc(C)c2nc(-n3nc(C)cc3N)cc(C)c2c1,10%,0%,1%,42%[activator],6%,-10%,-8%,-21%,-4%
CN1CCN(C2=Nc3cc(F)ccc3Cc3ccccc32)CC1,-6%[12.7 µM],1%,10%&0%,.,2%&1%[19.4 µM],3%&1%,.,.,-17%
Cc1cc(OCCn2cncn2)ccc1[N+](=O)[O-],.,25%,7%,2%,-19%,2%,-4%,-4%,7%
CCn1c(C)c(C(C)=O)c(N2CCN(c3ccc(F)cc3)CC2)nc1=S,8%,10%,-1%,8%,1%,-2%,-7%,-9%,-6%
COc1ccc(-c2cc(-c3cccs3)c(C#N)c(SCC(=O)NCc3ccccc3OC)n2)cc1,-1%[0.501 µM],-10%,-4%,8%,-16%,1%,-7%,-10%,-6%
CCOC(=O)C1CCN(CC(=O)c2c(C)[nH]c3ccccc23)CC1,-30%[12.7 µM],-20%,3%,11%,-10%,-3%,-9%,-7%,6%
COc1cc2nc(C3CCC3)n(NC(=O)C3CCC(OC)CC3)c(=O)c2cc1OC (stereo unspecified),-31%,13%,-5%,-5%[58.9 µM],2%,-4%,4%,-15%,-1%
Cc1ccc(/C=N/NC(=O)C(=O)N/N=C/c2ccc(C)o2)o1,-10%,20%,5%,19%,-1%,-13%,-24%,-3%,-10%
CN1CCC(N(C)C(=O)c2ccccc2Nc2ccc(SC(F)F)cc2)CC1,?,5%,0%,35%[activator],2%,-7%,-13%,-17%,-22%
Cc1cc(S(=O)(=O)N2CCOCC2)ccc1OCC(=O)NCC1CCCO1 (stereo unspecified),23%,43%,-4%,41%[activator],0%,1%,0%,-17%,3%
Cc1ccc2nc(SCC3CCCCO3)[nH]c2c1 (stereo unspecified),?,10%,4%,-1%,-26%,-1%,-8%,6%,-18%
CCc1nn(CC(=O)NC(C)CC)c(=O)c2cc3occc3n12 (stereo unspecified),-1%[59 µM],27%,.,6%,-7%,2%,-10%,-9%,2%
Oc1c(Br)cc(Br)cc1C=NCc1ccccc1,-28%,1%,-6%,?,-40%,-10%,-4%,?,-39%
O=S(=O)(Nc1cccc(-c2ccc(N3CCCCCC3)nn2)c1)c1ccc(C(F)(F)F)cc1,6%,36%,-8%,?,-9%,-11%,-20%,-17%,?
O=S(=O)(c1ccccc1)N1CCN(Cc2c(O)ccc3ccccc23)CC1,.,.,40%,30%,-4%,.,-13%,-13%,.
